Bioassay records deposited in PubChem by National Center for Advancing Translational Sciences (NCATS).
TGFb SMAD3 inh – inhibitors of TGF-b signaling. HepG2 CAGA-GFP TGF-b/SMAD3 reporter, GFP fluorescence, 18 h; TGF-beta stimulated, 500 pg/mL final. 410,000 tested, 1.2% active. Potency, µM (top dose mostly 46.1 µM), without a hit: at the highest dose activity, negative = inhibition, hits mostly inhibitors; note: potency is the fitted concentration of half-maximal effect; % is set by controls: 0 for no effect and ±100 for the full control effect; nearly all actives have a fitted effect of over 65% in size
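Smad-responsive CAGA-GFP expression was quantified in HEPG2 cells exposed to compounds and 500 pg/mL final TGF-beta for 18 h at 37 degrees C; unstimulated wells defined full inhibition.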
HepG2 tox – kills HepG2 cells in TGF-b inhibitor counter-screen; 410,000 tested, 0.76% active; Potency, µM (highest dose often 46.1 µM), for inactives: top-dose activity change, negative = cytotoxicity, actives largely listed as cytotoxic; HepG2 CAGA-GFP viability, ATP luminescence, 18 h; note: potency is the fitted concentration of half-maximal effect; some results filed as inactive show a strong effect at the top dose
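CellTiter-Glo luminescence gave cytotoxicity after 18 hours at 37 degrees C. The cells were HepG2 CAGA-GFP in 1% FBS DMEM, stimulated with 500 pg/mL TGF-beta after compound addition. %Activity was normalised to no-cell wells (complete cell-killing) and DMSO (no toxicity), and curves were fitted and classified.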
A549 viability – A549 cytotoxicity, counter-screen for Nrf2 inhibitors | A549 ARE-Fluc cells, CellTiter-Fluor viability, 18-24 h | Potency, µM (doses to about 46 µM), for inactives: at the highest dose activity change, negative = cytotoxicity, actives largely listed as inhibitors | 390,000 tested, 0.16% active | AID 504648; note: potency is the fitted concentration of half-maximal effect; % is set by controls: 0 for no effect and ±100 for the full control effect
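A549 ARE_Fluc cells in 5% FBS OPTI-MEM were exposed to compounds in concentration-response for 18-24 h at 37 deg C. Viability was read by CellTiter-Fluor fluorescence (Ex 405/Em 525) after 30 min, before the luciferase read.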
Mm-Cpn inhibitor – blocks the Methanococcus maripaludis chaperonin Mm-Cpn; AID 504842; 330,000 tested, 0.031% active; purified Mm-Cpn ATPase, ADP Transcreener TR-FRET; Potency, µM (doses to about 76.9 µM), inactives show at the top dose activity, negative = inhibition, hits mostly inhibitors; note: potency is the fitted concentration of half-maximal effect; % is set by controls: 0 for no effect and ±100 for the full control effect; nearly all actives have a fitted effect of over 80% in size
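Inhibition of chaperonin ATP hydrolysis is measured as reduced ADP production, detected by competitive TR-FRET in which signal falls with ADP. Final enzyme 25 nM and ATP 10 uM, reacted 30 min at 37°C.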
Abeta yeast res – A-beta toxicity reversal in yeast; Potency, µM (titrated, usually from 46.1 µM), for inactives: at the top dose growth rescue, actives largely listed as activators; AID 1347071; 410,000 tested, 0.063% active; yeast expressing A-beta42, growth rescue, OD600, 48 h; response scale: 0% DMSO, 100% iron-clioquinol control; note: potency is the fitted concentration of half-maximal effect; nearly all actives have a fitted effect of over 55% in size
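Yeast A-beta toxicity model in growth medium with pinned compounds, 48 h at 30 C; growth read as absorbance at 600 nm. Normalized to FeCl3/clioquinol equimolar mix (positive) and DMSO (negative).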
CCT chaperon mod – cytosolic chaperonin activity modulation; purified chaperonin ATPase assay, HTRF ADP detection, 30 min; activity change, % (no concentration beside the values), hits read low; 360,000 tested, 0.3% active; AID 651819; in the data active = activity change below about -30%; note: % is set by controls: 0 for no effect and ±100 for the full control effect
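We incubate TRiC, 40 or 20 nM final, with library compounds at 76 uM and 10 uM ATP for 30 min at 37 °C. ADP formed is detected with Transcreener HTRF reagents after 30 min at room temperature.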
Akt phos inh – inhibitors of Akt phosphorylation; activity change, % for hits at 50 µM; 360,000 tested, 0.32% active; Neuro2A IGF-stimulated pAkt S473 HTRF, 20 min; stronger effect = lower value; in the data active = activity change below about -80%; inconclusive = mostly about -51% to -80%; note: % is set by controls: 0 for no effect and ±100 for the full control effect
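Neuro2A cells (4,500/well, DMEM with 0.5% FBS) were treated with compound at a single 50 µM final concentration, stimulated with 6 nM IGF for 20 min at 37 °C, and lysed. Phospho-Akt Ser473 was read by HTRF as 665/615 ratio ×10^4.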
Nrf2 block – inhibitors of Nrf2 signaling; A549 ARE-Fluc reporter, luciferase luminescence, 18-24 h; Potency, µM (series often up to 46 µM), inactives show at the highest dose activity change, negative = inhibition, hits mostly inhibitors; 360,000 tested, 2.1% active; note: potency is the fitted concentration of half-maximal effect; % is set by controls: 0 for no effect and ±100 for the full control effect; nearly all actives have a fitted effect of over 60% in size
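Cells were seeded and rested 2 h, then exposed to compounds for 18-24 h. CellTiter-Fluor was read first as a viability measure. BugLite was added 15 min before the final luminescent read of ARE-luciferase activity in A549 cells.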
Nrf2 ARE act – activates Nrf2 signaling | AREc32 ARE-luciferase reporter (MCF7-derived line), luminescence, 24 h | Potency, µM (series often up to 46.1 µM), without a hit: at the highest dose activation, actives largely listed as activators | 410,000 tested, 0.31% active | AID 624171; note: potency is the fitted concentration of half-maximal effect; % of control where 0% means no effect; nearly all actives have a fitted effect of over 65% in size
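ARE-driven firefly luciferase activity in AREc32 cells measured after a 24 hr compound exposure at 37 deg C, using Steady-Glo reagent and a 30 min room-temperature hold.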
The depositor's hits bear a star; i = inactive; ? = inconclusive; nt = not tested or not shown; [ ] = dose if it differs, or a comment. Unless noted, calls come from the whole dose curve; as a rule, active = well fitted curve in the direction sought with a large enough effect; inconclusive = small, poorly fitted or top-dose-only effect, or another doubt; inactive = no such curve, though single readings can be large; an effect the other way counts as inactive or inconclusive.

SMILES	TGFb SMAD3 inh	HepG2 tox	A549 viability	Mm-Cpn inhibitor	Abeta yeast res	CCT chaperon mod	Akt phos inh	Nrf2 block	Nrf2 ARE act
O=C(CCN1C(=O)C2CCCCC2C1=O)N1CCN(S(=O)(=O)c2c(F)cccc2F)CC1 (stereo not given)	7%	0%	-8%	1%	23%	0.0	i	-5%	-0.5%
CCc1ccc([C@@H]2C[C@H]3CN(Cc4ccccc4OC)C(=O)[C@]34CCCN24)cc1	-8%	-13%	0%	-1%	-3%	1.9	i	-4%	0.5%
Cc1ccc(Cl)c(OC(=O)c2nn(C(C)C)c(=O)c3ccccc23)c1	6%	-19%	1%	2%	0%	0.6	i	2%	0.0%
Cc1ccc(NC(=O)N(Cc2c[nH]c3ccccc23)C2CCCCCC2)cc1C	?	-19%	3%	nt	3%	nt	nt	?	7.6%
O=C(COC(=O)c1ccc(-c2ccc([N+](=O)[O-])cc2)o1)NC(=O)NC1CCCCC1	-16%	-18%	0%	-4%	?	-4.2	i	-8%	0.0%
Cn1c(=O)c2[nH]c(=S)n(Cc3ccccc3)c2n(C)c1=O	0%	-6%	3%	nt	7%	-0.2	i	-14%	-0.3%
CC(C)CCNC(=O)Nc1ccc2c(c1)N(C)C(=O)c1ccccc1S2	22µM*	-60%	0%	nt	6%	nt	nt	6%	-0.5%
Cc1[nH]n(-c2ccc([N+](=O)[O-])cc2)c(=O)c1C=NCCc1ccc(S(N)(=O)=O)cc1	3%	-25%	-2%	0%	-10%	-3.1	i	-2%	2.6%
O=C(NCc1ccco1)C(=O)NCC1OCCN1S(=O)(=O)c1ccc(Cl)cc1 (stereo not given)	-9%	-4%	-1%	0%	9%	-0.3	i	5%	3.8%
COc1ccccc1/C=N/NC(=O)c1ccc(C)nc1	-27%	1%	10%	-2%	-6%	-20	i	5%	-0.1%
CC(=O)Nc1c(-c2ccccc2)nc2ncccn12	10%	8%	1%	-3%	-15%	0.9	i	12%	-0.4%
O=C(Nc1ccccc1C(=O)OCc1cc(=O)n2c3c(sc2n1)CCCC3)c1ccc(F)cc1	?	-12%	0%	nt	-11%	nt	nt	nt	8.2%

Exported bar-delimited: entries from further up
Compound | TGFb SMAD3 inh | HepG2 tox | A549 viability | Mm-Cpn inhibitor | Abeta yeast res | CCT chaperon mod | Akt phos inh | Nrf2 block | Nrf2 ARE act
Cc1ccc(Cl)c(OC(=O)c2nn(C(C)C)c(=O)c3ccccc23)c1 | 6% | -19% | 1% | 2% | 0% | 0.6 | i | 2% | 0.0%
O=C(Nc1ccccc1C(=O)OCc1cc(=O)n2c3c(sc2n1)CCCC3)c1ccc(F)cc1 | ? | -12% | 0% | nt | -11% | nt | nt | nt | 8.2%

The main list resumes; the 2 compounds before the break are reprinted first.
SMILES	TGFb SMAD3 inh	HepG2 tox	A549 viability	Mm-Cpn inhibitor	Abeta yeast res	CCT chaperon mod	Akt phos inh	Nrf2 block	Nrf2 ARE act
CC(=O)Nc1c(-c2ccccc2)nc2ncccn12	10%	8%	1%	-3%	-15%	0.9	i	12%	-0.4%
O=C(Nc1ccccc1C(=O)OCc1cc(=O)n2c3c(sc2n1)CCCC3)c1ccc(F)cc1	?	-12%	0%	nt	-11%	nt	nt	nt	8.2%
N#CCCN(Cc1cccnc1)C(=O)Nc1ccc(Cl)c(Cl)c1	3%	-20%	-16%	2%	20%	-1.5	i	2%	-0.3%
COc1ccc(-c2csc(N(CCCN(C)C)C(=O)c3ccccc3Cl)n2)cc1	?	-44%	-15%	nt	14%	3.2	i	9%	-0.5%
CCOC(=O)C(CC)(CC)C(=O)/C=C/c1ccc(Br)cc1	-1%	-17%	0%	-1%	3%	-0.9	i	15%	-0.3%
Cc1cc(C)cc(OCC(=O)OCc2cc([N+](=O)[O-])cc3c2OCOC3)c1	32%[activator]	4%	10%	1%	20%	1.8	i	9%	8.4%
CCOC(=O)c1c(NC(=O)c2ccco2)n(C2CCCCC2)c2nc3ccccc3nc12	75%[activator]	-37%	-3%	0%	-28%	-0.6	i	-16%	?
CCn1c(NC(=O)C2CCCCC2)nc2ccccc21	0%	-13%	-8%	-1%	2%	-0.6	i	-23%	0.3%
COC(=O)[C@]12CCCCC=C1N(CCC1=CCCCC1)C(=O)[C@H](CC(=O)NCc1ccc(C)o1)C2	nt	nt	nt	nt	-12%	1.2	i	nt	-0.8%
CC1C2=C(CC(C)(C)CC2=O)NC2=C1C(=O)CC(C)(C)C2	?	2%	?	-4%	13%	-2.4	i	-3%	-1.1%
Cc1[nH]c(=O)c(C#N)c(C)c1CCC(=O)N(C)CC(=O)Nc1ccc(Cl)c(Cl)c1	-6%	12%	0%	0%	0%	0.4	i	9%	0.5%
Cc1occc1C(=O)NNC(=O)c1ccccc1C(=O)O	-2%	-7%	-2%	0%	-1%	-4.1	i	?	0.5%
O=C(c1cccs1)N1CCCc2cc(NS(=O)(=O)c3ccc(Cl)cc3)ccc21	?	-8%	1%	nt	-14%	nt	nt	nt	-1.0%
C=CCN(CC=C)S(=O)(=O)c1ccc(F)cc1	0%	-17%	2%	nt	-2%	-0.9	i	-2%	-0.6%

TGFb SMAD3 inh, hit marks shown above
Compound,TGFb SMAD3 inh,Mm-Cpn inhibitor,CCT chaperon mod,Akt phos inh,Nrf2 ARE act
CC(C)CCNC(=O)Nc1ccc2c(c1)N(C)C(=O)c1ccccc1S2,22µM*,nt,nt,nt,-0.5%

Going on with the list:
SMILES	TGFb SMAD3 inh	HepG2 tox	A549 viability	Mm-Cpn inhibitor	Abeta yeast res	CCT chaperon mod	Akt phos inh	Nrf2 block	Nrf2 ARE act
COc1ccc(Cl)cc1-c1nc(N)nc(NC2CCCCC2)n1	-26%	-13%	-5%	?	-15%	-2.7	i	-1%	0.0%
COC(=O)c1ccccc1N=Nc1c(C)[nH][nH]c1=O	2%	4%	-17%	-1%	6%	-1.0	i	?	-0.6%
CCCCNC(=O)c1onc(CSc2cc(C)cc(C)c2)c1C(=O)NCCCC	-8%	-3%	-2%	nt	5%	2.6	i	-19%	0.2%
COc1cc(C(=O)O)nc(OC)n1	-27%	-21%	-2%	1%	-19%	0.6	i	3%	-0.1%
Cc1ccc2nccc(C(=O)N3CCCC(Nc4ccc(F)cc4)C3)c2c1 (stereo not given)	-15%	15%	-1%	0%	3%	-1.7	i	15%	-0.2%
CCN(C(=O)Cn1nc(Cc2ccncc2)c2ccccc2c1=O)c1cccc(C(F)(F)F)c1	?	-42%	3%	nt	-11%	nt	nt	-22%	0.6%
O=C1NCCN1C(=O)c1ccco1	-9%	5%	1%	1%	-11%	-4.5	i	6%	-0.1%
COc1ccc(Oc2nc(C)cc(C)c2S(C)(=O)=O)cc1	-16%	2%	-7%	-1%	11%	-1.1	i	5%	0.1%
CCOCCCNC(=S)NCCCNc1nc2cc3c(cc2cc1C#N)OCO3	-17%	2%	13%	-2%	-11%	-6.2	i	-11%	0.3%
COC(=O)c1cc(NC(=O)c2cc(C(C)(C)C)nn2Cc2ccc(F)cc2)ccc1N1CCOCC1	?	-8%	-18%	-1%	3%	1.9	i	13µM*	0.4%
CCn1c(COc2cccc(C)c2C)nnc1SCC(=O)N1CCN(c2ccc(OC)cc2)CC1	-2%	4%	-6%	-2%	3%	-1.8	i	9.2µM*	-0.4%
Cc1cccn2c(=O)c3cc(C(=O)N4CCCCC4C)sc3nc12 (stereo not given)	1%	-8%	0%	0%	-18%	-0.2	i	20%	4.7%
O=C(CCl)Nc1cc(S(=O)(=O)N2CCOCC2)ccc1N1CCOCC1	1%	9%	0%	1%	-6%	-1.5	i	3%	-0.4%
Cc1cccc(-c2n[nH]c(=S)n2C)c1	10%	-6%	-6%	-7%	6%	-1.9	i	-16%	0.4%
Cc1cccc(NC(=O)CCC(=O)N/N=C/c2ccncc2)c1	-4%	5%	2%	1%	4%	-2.3	i	4%	2.3%
Cc1cc(C)n2c(SCC(=O)N(C)C3CCS(=O)(=O)C3)nnc2n1 (stereo not given)	0%	-3%	5%	0%	5%	-3.4	i	5%	-0.5%
C/C(=N\NC(=O)c1cc(O)ccc1O)c1cccc(NC(=O)c2ccc(Cl)cc2)c1	-16%	-8%	-4%	-2%	29%	-4.7	i	2%	7.5%
O=S(=O)(Nc1ccc2c(c1)OCCO2)c1ccc(Br)s1	-19%	-22%	5%	1%	-18%	-1.7	nt	9%	0.7%
CCOC(=O)C1=NNC2(c3ccc(Cl)cc3)C(=O)N(c3cc(C)cc(C)c3)C(=O)C12 (stereo not given)	0%	2%	8%	0%	-4%	-1.0	i	3%	-1.0%
CCCS(=O)(=O)NC(=O)C1(C)CCCN(C(=O)/C=C/c2ccccc2)C1 (stereo not given)	-1%	-6%	nt	nt	8%	-0.4	i	nt	-0.1%[9.22 µM]
COc1cc(NC(=O)c2ccc(S(=O)(=O)N(C)C)cc2)cc(OC)c1OC	9%	-4%	-7%	-3%	10%	1.4	i	6%	0.1%
COc1ccc(-c2oc3ccccc3c2C#CC(C)(C)O)cc1	?	-22%	0%	-13%	-8%	-3.5	i	-2%	4.2%
Cc1c(C)n(C)c2ccc(C(=O)NCCCN(C)C3CCCCC3)cc12	2%	-25%	8%	-1%	-3%	0.3	i	11%	3.0%
C=CCNC(=O)c1cc2c(=O)c3ccccc3oc2nc1C	-12%	-2%	1%	1%	13%	0.0	i	?	2.7%
O=C(NC1CCCN(c2ccc(C(F)(F)F)cn2)C1)c1cc(Cl)ccc1F (stereo not given)	?	-62%	-9%	1%	0%	0.7	i	-7%	-0.2%
